High-throughput results deposited in PubChem by several laboratories.
GPR55 beta-arrestin: GPR55 agonists via beta-arrestin recruitment, primary screen, imaging, U2OS cells, beta-arrestin-GFP redistribution (AID 1961); G-protein coupled receptor 55 (Homo sapiens); U2OS GPR55 beta-arrestin-GFP redistribution imaging; higher % means a stronger effect; one-dose activation, % at 10 µM; EC50 in µM for titrated hits; actives 0.048% (n = 290,000);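 active = activation above 40% with more than 50 cells counted in the well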;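 note: U2OS osteosarcoma cells stably expressing GPR55 and beta-arrestin-GFP; plate controls were DMSO negative control for no effect and LPI positive control for full effect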
NTR1 ag: agonists of NTR1, primary screen, imaging, U2OS cells, beta-arrestin-GFP, high content (AID 493036). activation, % at 20 µM. Neurotensin receptor type 1 (Homo sapiens), P30989. NTR1-U2OS beta-arrestin-GFP spot imaging, agonist mode. actives 0.17% (n = 330,000);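 active = activation at or above 40% of the spot to cytoplasm intensity ratio, with at least 20 cells analyzed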;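 note: 0% = DMSO without peptide and 100% = 100 nM NTR1 peptide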
Target sequence (P30989 whole entry, looked up): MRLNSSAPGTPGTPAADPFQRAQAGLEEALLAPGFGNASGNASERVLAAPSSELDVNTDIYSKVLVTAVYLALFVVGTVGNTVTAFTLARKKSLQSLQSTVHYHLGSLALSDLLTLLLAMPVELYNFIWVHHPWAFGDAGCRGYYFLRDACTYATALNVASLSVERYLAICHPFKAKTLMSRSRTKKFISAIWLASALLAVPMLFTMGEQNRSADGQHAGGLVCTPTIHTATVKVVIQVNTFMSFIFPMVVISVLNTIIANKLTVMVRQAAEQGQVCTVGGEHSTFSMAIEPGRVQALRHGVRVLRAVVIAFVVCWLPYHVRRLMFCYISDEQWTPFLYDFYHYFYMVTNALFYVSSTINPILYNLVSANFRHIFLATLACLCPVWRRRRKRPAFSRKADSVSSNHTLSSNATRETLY
KOR beta-arrestin-1: KOR antagonists, beta-arrestin recruitment, cell-based, luminescence, uHTS (AID 1778) | actives 0.091% (n = 290,000) | KOR beta-arrestin recruitment, luminescence, antagonist mode; higher % means a stronger effect | Kappa-type opioid receptor (Homo sapiens) | inhibition, % at 10 µM; hits with a dose series show IC50 in µM; note: strong numbers were not always called active
Yfh1-off respiration: enhancers of respiration in Yfh1-depleted yeast, dose response, Friedreich's ataxia, plus single-dose screen (AID 1465); S. cerevisiae Yfh1-off respiration, WST-1 reduction, 72 h; higher fold induction means a stronger effect; fold induction at 50 µM; hits with a dose series show EC50 in µM; actives 0.074% (n = 220,000);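 active = fold induction of absorbance versus untreated yeast above a set limit, then at least 30% activation at any dose in follow-up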;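 note: activators that raise dye reduction in frataxin-depleted yeast; strong numbers were not always called active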
NOD2 inhibition: NOD2 signaling inhibitors, cell-based, luminescence, uHTS, HEK293 (AID 1566); actives 0.63% (n = 290,000); one-dose inhibition, % at 4 µM; EC50 in µM for titrated hits; HEK293 NOD2/NF-kB luciferase reporter, luminescence; higher % means a stronger effect; note: many of its hits are not listed in these tables
ER stress rescue: rescue of cells from ER stress-induced death, primary screen, 384-well, CSM14.1, thapsigargin, ATP luminescence (AID 1222); 190,000 tested, under 10 active; CSM14.1 thapsigargin-induced death rescue, ATP luminescence; higher % means a stronger effect; one-dose cellular ATP content (survival), % at 20 µM; EC50 in µM for titrated hits;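 active = EC50 below 50 µM in the dose-response confirmation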;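 note: death triggered by thapsigargin at about 15 µM added after 2 h compound pretreatment; cell ATP read after overnight thapsigargin exposure of roughly 18 to 22 hours; normalized against plate controls of thapsigargin alone and 5% DMSO vehicle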
KOR beta-arrestin-2: KOR agonists, beta-arrestin recruitment, primary screen, cell-based, luminescence, uHTS (AID 1777). KOR beta-arrestin recruitment, luminescence; higher % means a stronger effect. one-dose activation, % at 10 µM; EC50 in µM for titrated hits. actives 0.02% (n = 280,000); in the data active = activation above about 50%, passing the limit was not always enough; note: a part of the inactive calls stands beside numbers as strong as those of hits
TNAP activators: human TNAP enzyme activators, primary screen, biochemical, luminescent, no phosphate acceptor, uHTS (AID 1001). actives 0.03% (n = 200,000). activation fold at 20 µM, or EC50 in µM where a hit was titrated. purified TNAP, luminescent activation assay, no phosphate acceptor; higher activation fold means a stronger effect. Alkaline phosphatase, tissue-nonspecific isozyme (Homo sapiens); in the data active = activation fold from about 3, or a potency from the dose series; inactive = the rest, 99 in 100 with activation fold below about 1.6; note: many of its hits are not listed in these tables
NOD1 inhibition: NOD1 signaling inhibitors, primary screen, cell-based, luminescence, uHTS (AID 1578); NOD1-driven NF-kB luciferase reporter cells, luminescence; higher % means a stronger effect; one-dose inhibition, % at 4 µM; EC50 in µM for titrated hits; actives 1% (n = 290,000); in the data active = inhibition mostly above about 36%, no sharp cut-off; inactive = mostly below about 34%;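 note: HEK-293T reporter cells stimulated with the NOD1 agonist gamma-tri-DAP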
NTR1 ag cell count 20 µM: second read-out of NTR1 ag, no call of its own (marks repeat the call); cell count; measured here: cell count, cytotoxicity flag
The depositor's hits bear a star; i = inactive; . = no result given; [ ] = another dose, or the depositor's remark. Cut-off read from the data, not from the text of the source, unless noted: active = inhibition above about 50%; inactive = the rest. Not all compounds are listed (hit frequency here may not be typical).

SMILES	GPR55 beta-arrestin	NTR1 ag	NTR1 ag cell count 20 µM	KOR beta-arrestin-1	Yfh1-off respiration	NOD2 inhibition	ER stress rescue	KOR beta-arrestin-2	TNAP activators	NOD1 inhibition
Cc1ccccc1NC(NC(=O)c1cccs1)C(Cl)(Cl)Cl (configuration not stated)	0.3%	1.7	42	1%	i	5%	1.0%	-2.4%	1.1	-3%
Oc1ccccc1-c1cc(C(F)(F)C(F)F)[nH]n1	0.2%	-1.4	32	0%	i	-40%	.	-1.5%	1.2	-30%
CCC1CCCCN1C(=O)CSc1nc2ncccc2[nH]1 (configuration not stated)	0.2%	-0.2	63	-13%	.	-6%	.	0.2%	.	2%
CCc1cccc2c(C(=O)CSc3nncn3-c3ccc(OC)cc3)c[nH]c12	1.1%	2.9	94	-8%	i	24%	-3.8%	-2.3%	1	-4%
Cc1cccc(CC(=O)Nc2sc(C(C)C)cc2C(=O)N2CCOCC2)c1	0.0%	1.3	64	31%	.	1%	.	-1.0%	.	-18%
CCOc1ccc(/C=N/NC(=O)CSc2ccccn2)cc1O	1.1%	0.3	68	-7%	i	30%	.	6.3%	.	-6%
CC1CC(C)CN(C(=O)c2nn(C)c3c2CSc2ccccc2-3)C1 (configuration not stated)	-0.1%	4.7	52	-16%[20 µM]	.	52%*	.	.	.	1%
CCN(C(=O)COC(=O)c1ccccc1Nc1cccc(C)c1C)C1CCS(=O)(=O)C1 (configuration not stated)	0.2%	2.9	56	-73%	i	-11%	1.0%	5.8%	0.9	37%
Cc1nc(NC(=O)CN2CCCCC2)sc1C(=O)N(C)C	-0.2%	1.8	64	4%	.	9%	.	4.1%	.	-17%
Cc1cc(C)n(C(=O)CCC(=O)NCc2ccccc2)n1	-0.3%	0.8	63	-22%	i	19%	-0.6%	1.0%	1	11%
COc1cc(OC)cc(C(=O)Nc2cccc3c2CCCC3)c1	0.0%	1.8	68	-18%[20 µM]	.	16%	.	0.6%	.	-18%
Cc1ccc(S(=O)(=O)NCC(=O)OCC(=O)Nc2ccccc2OC(F)F)cc1	-0.2%	1.3	63	-9%	i	6%	-2.6%	-3.9%	1.1	-17%
Cc1c(CCC(=O)O)c(=O)oc2cc3occ(-c4ccc(Cl)cc4)c3cc12	0.0%	2.4	85	-26%	.	10%	.	-0.8%	.	-3%
O=C(Nc1cccc(C(F)(F)F)c1)C(Sc1cccc[n+]1[O-])c1ccccc1 (configuration not stated)	0.0%	-1.0	51	21%	i	18%	-8.8%	-2.3%	1.1	-2%
CCN(CC)CCCNC(=O)c1csc(Nc2cccc3ccccc23)n1	1.0%	0.6	28	-42%	.	21%	.	-0.8%	.	-25%
O=C(NCCCc1ccccc1)C(=O)NCC1OCCN1S(=O)(=O)c1cc(F)ccc1F (configuration not stated)	-0.1%	2.1	50	-7%	.	3%	.	3.0%	.	-30%
Cc1ccccc1NC(=O)Cn1nc(-c2ccc(Cl)s2)ccc1=O	-0.2%	0.4	57	-48%	.	16%	.	-1.5%	.	-48%
Cc1ccc2nc(C)c(C(=O)N/N=C/c3ccco3)cc2c1	0.3%	0.8	45	11%	i	-4%	-0.3%	-2.4%	1.1	-14%
c1ccc2[nH]c(NC3=NCCC3)nc2c1	-0.1%	0.2	46	19%	i	5%	0.1%	-4.9%	1.5	-2%
CN(C)c1ccc(/C=C/C(=O)c2ccccc2O)cc1	0.1%	-3.4	65	15%	i	-66%	1.9%	-12%	0.9	-37%
C/C(=N\NC(=O)C(c1ccncc1)N1CCOCC1)c1ccc(Br)cc1 (configuration not stated)	0.4%	1.7	75	-23%	i	4%	-3.6%	-1.1%	1.1	6%
Cc1cc2c(cc1S(=O)(=O)CCC(=O)NC1CCC(C)CC1)OCC(=O)N2 (configuration not stated)	0.0%	-3.7	70	-17%[20 µM]	.	10%	.	-4.2%	.	-12%
CCOC(=O)c1cnn2c1[nH]c(=O)c1ccccc12	0.3%	0.0	80	8%	i	-23%	-1.2%	-0.2%	1.1	-3%
CCn1c(OC)nc2c1c(=O)n(C)c(=O)n2C	0.2%	-1.1	62	-29%	i	-23%	-1.4%	8.3%	1	14%
CCCn1cc(CN2CCCC(C(=O)c3ccc4c(c3)OCO4)C2)c(C)n1 (configuration not stated)	-0.2%	-0.8	58	-8%	.	3%	.	-3.3%	.	-10%
(cont.)
SMILES	GPR55 beta-arrestin	NTR1 ag	NTR1 ag cell count 20 µM	KOR beta-arrestin-1	Yfh1-off respiration	NOD2 inhibition	ER stress rescue	KOR beta-arrestin-2	TNAP activators	NOD1 inhibition
COc1ccc(C2C=C(c3ccc(Br)cc3)Nc3nc(N4C(=O)CCC4=O)nn32)cc1 (configuration not stated)	-0.2%	3.7	75	6%	i	8%	-1.7%	2.3%	1.1	-9%
CCc1nnc(NC(=O)CCC(=O)N2CCC(Cc3ccccc3)CC2)s1	-0.1%	0.8	59	40%	.	-22%	.	-0.8%	.	-19%
COCCn1nnnc1C(c1ccc(C)cc1)N1CCN(Cc2ccc3c(c2)OCO3)CC1 (configuration not stated)	-0.2%	.	.	-9%	i	-6%	-1.5%	-6.2%	1.1	19%
C=CCn1c(O)c(CN2CCCCC2)c(C)c(C#N)c1=O	-0.5%	-0.6	53	-11%	i	12%	-0.4%	-0.9%	1.1	-26%
O=C(CCc1ccccc1)Nc1ccc2c(c1)C(=O)OC2	-0.1%	-0.7	74	22%	.	10%	.	-4.8%	.	0%
Cc1nc(N)[nH]c(=O)c1CCC(=O)OCC(C)C	-0.1%	0.4	82	6%	i	-7%	1.2%	1.7%	1.1	-39%
CC(=O)c1cnc2nc(SCc3ccccc3C)nn2c1C	0.3%	0.5	73	-4%[20 µM]	.	-5%	.	-1.3%	.	-45%
NS(=O)(=O)c1ccc(CCNC(=O)c2cc(-c3ccccn3)nc3ccc(Br)cc23)cc1	0.4%	-0.2	36	-10%	i	19%	-1.3%	6.1%	1.1	-11%
CC(C)(Cc1ccc(O)cc1)NC(=O)CC(=O)N/N=C/c1ccc(Cl)cc1	-0.1%	0.9	57	-82%[20 µM]	.	5%	.	1.2%	.	1%
COC(=O)c1cc(C#N)c(=O)[nH]c1C	-0.1%	-0.6	82	9%	i	-2%	-0.1%	-0.2%	1.1	-43%
COc1ccc(CCN=C2SCC(=O)N2Cc2ccccc2)cc1OC	-0.7%	0.8	89	2%	i	3%	-0.4%	-4.5%	1.1	12%
O=C1OC(Nc2ccccn2)c2ccccc21 (configuration not stated)	0.0%	1.6	65	-5%	i	11%	-1.1%	0.9%	1	1%
Cc1cc(C)cc(NC(=O)c2ccc(CNc3c(N4CCOCC4)c(=O)c3=O)cc2)c1	0.2%	-2.6	85	-16%	i	4%	-0.9%	-2.6%	1.2	-3%
C[C@@]12CCC=C[C@H]1[C@H](c1ccc(C(F)(F)F)cc1)N(Cc1ccccc1)C2=O	-0.1%	13	71	6%	i	-6%	.	5.6%	.	-6%
O=C(Nc1ccncc1)c1ccc(Cl)cc1	-0.2%	-0.2	101	15%	.	10%	.	-4.9%	.	2%
Cc1nccn1S(=O)(=O)c1ccc(Br)cc1Br	0.3%	.	.	1%	i	4%	-0.8%	0.8%	1.1	-27%
COc1ccc(NC(=O)CC2Sc3ncnn3C2=O)cc1 (configuration not stated)	0.5%	-0.4	47	-3%	i	1%	.	-2.0%	1.3	-11%
CCOC(=O)/C=C/C(=O)OCC(=O)Nc1c(Cl)cccc1Cl	-0.3%	1.6	54	16%	i	16%	.	-1.3%	1.1	-8%
O=C(NNC(=S)Nc1ccc(Cl)cc1Cl)c1ccc(N2CCOCC2)c([N+](=O)[O-])c1	-0.3%	-0.3	51	-15%	i	15%	2.6%	-7.4%	2.1	-34%
COC(=O)N1C(=O)[C@@](c2ccccc2)(C2CCCCC2)N1C(=O)OC	2.2%	14	78	26%[20 µM]	.	35%	.	-3.7%	.	-16%
Cc1ccc(C)c(NC(=S)Nc2ncccc2C)c1	-0.1%	0.6	90	10%	i	-47%	-2.1%	6.4%	0.9	-55%
Cn1c(SCC(=O)O)nnc1-c1ccc(NC(=O)c2ccc(Cl)c(Cl)c2)cc1	-0.2%	0.2	68	0%	i	9%	.	1.2%	.	-5%
Cc1cc(CNC(=O)c2ccc3oc(C(C)C)nc3c2)nn1C	-0.1%	0.9	65	-31%	.	-1%	.	2.0%	.	-28%
OCC1(CCOc2ccccc2)CCN(Cc2ccccc2OC(F)F)CC1	0.9%	1.4	52	-38%	.	-6%	.	7.1%	.	19%
C=CCOC(=O)c1cn(CC)c2nc(C)ccc2c1=O	-0.4%	0.3	55	-26%	i	14%	-2.7%	-1.3%	1.1	-22%

Entries from the list above that have a thiophene ring, fused or not, in the order listed:
SMILES	GPR55 beta-arrestin	NTR1 ag	NTR1 ag cell count 20 µM	KOR beta-arrestin-1	Yfh1-off respiration	NOD2 inhibition	ER stress rescue	KOR beta-arrestin-2	TNAP activators	NOD1 inhibition
Cc1ccccc1NC(NC(=O)c1cccs1)C(Cl)(Cl)Cl (configuration not stated)	0.3%	1.7	42	1%	i	5%	1.0%	-2.4%	1.1	-3%
Cc1cccc(CC(=O)Nc2sc(C(C)C)cc2C(=O)N2CCOCC2)c1	0.0%	1.3	64	31%	.	1%	.	-1.0%	.	-18%
Cc1ccccc1NC(=O)Cn1nc(-c2ccc(Cl)s2)ccc1=O	-0.2%	0.4	57	-48%	.	16%	.	-1.5%	.	-48%

Later entries.
SMILES	GPR55 beta-arrestin	NTR1 ag	NTR1 ag cell count 20 µM	KOR beta-arrestin-1	Yfh1-off respiration	NOD2 inhibition	ER stress rescue	KOR beta-arrestin-2	TNAP activators	NOD1 inhibition
Cc1cnn(CCC(=O)NNC(=S)NCC(C)C)c1	-0.2%	-0.9	46	-11%	i	21%	14%	6.1%	2.5	31%
CC1CN(S(=O)(=O)c2ccc(C(=O)N(CCCN(C)C)c3nc4c(Cl)cccc4s3)cc2)CC(C)O1 (configuration not stated)	-0.1%	1.2	63	-11%	.	4%	.	0.2%	.	-32%
COc1cc2[nH]c(=O)n(Cc3ccc(C(=O)N4CCC(N5CCCCC5)CC4)cc3)c(=O)c2cc1OC	0.4%	-0.4	57	-23%[20 µM]	.	14%	.	-0.5%	.	4%
N#CC(C#N)=C(N)CSc1cccc[n+]1[O-]	1.0%	0.2	51	-35%	i	7%	.	1.3%	1.1	-22%
O=C1OCCN1C(=O)[C@H]1[C@H](c2ccc(F)cc2)C(c2ccc(F)cc2)=NN1c1ccccc1	-0.1%	11	54	0%	i	17%	-3.9%	0.7%	1.1	-11%
CCOC(=O)C1CCCN(C(=O)Cn2nc(CC)n3c(cc4sccc43)c2=O)C1 (configuration not stated)	-0.1%	2.3	59	-10%	i	9%	0.0%	0.7%	1.1	3%
Cc1sc2nc(SCC(N)=O)n(C)c(=O)c2c1C	-0.3%	1.5	90	10%	i	17%	1.3%	-2.5%	1.1	-17%
CCOc1cc(N2CCOCC2)c(OCC)cc1NC(=O)c1cccc(N(C)C)c1	-0.2%	-0.9	72	-2%	i	14%	-0.3%	-2.5%	1.1	-31%
